BRCT inh green: inhibitors of human BRCA1 BRCT-phosphoprotein interaction (green fluorophore). AID 875. P38398. BRCA1 BRCT-phosphopeptide binding, green fluorescence polarization. Potency, µM (titrated, usually from 76.9 µM), for inactives: at the top dose activity change, negative = inhibition, usual class: inhibitors. 75,000 tested, 0.05% active;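 note: potency is the fitted concentration of half-maximal effect; plate controls were peptide without protein for full effect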
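Compounds were incubated for 12 min at room temperature with a complex of 100 nM fluorescein-tagged pBACH1 decapeptide and 250 nM His-tagged BRCT protein. Buffer was phosphate pH 7.3 with EDTA, DTT and Tween 20. Disruption of binding lowers the polarization signal.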
Tau filament bind: tau filament binding. 71,000 tested, 2% active. P10636. Potency, µM (series often up to 57.1 µM), without a hit: at the highest dose activity change, negative = inhibition. AID 596. recombinant tau filaments, thioflavin S fluorescence, 15 h; filaments grown with octadecylsulfate alongside compound;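 note: potency is the fitted concentration of half-maximal effect; % is set by controls: 0 for no effect and ±100 for the full control effect; actives lower thioflavin S fluorescence by blocking filaments or displacing dye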
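Assay mix: 1 uM His-tagged tau, 30 uM sodium octadecylsulfate, thioflavine S dye in HEPES/NaCl/DTT buffer. Compound is added prior to the inducer. Fluorescence after 15 h at 37 C.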
USP2a inhib: inhibitors of human ubiquitin-specific protease USP2a; USP2a enzymatic assay, qHTS inhibition; AID 927; Potency, µM (top dose mostly 38.3 µM), for inactives: top-dose activity change, negative = inhibition, most hits filed as inhibitors; 60,000 tested, 0.1% active; O75604;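 note: potency is the fitted concentration of half-maximal effect; nearly all actives have a fitted effect of over 60% in size; plate controls were DMSO for no effect and NEM full inhibition control for full effect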
Target sequence (O75604 whole entry, looked up): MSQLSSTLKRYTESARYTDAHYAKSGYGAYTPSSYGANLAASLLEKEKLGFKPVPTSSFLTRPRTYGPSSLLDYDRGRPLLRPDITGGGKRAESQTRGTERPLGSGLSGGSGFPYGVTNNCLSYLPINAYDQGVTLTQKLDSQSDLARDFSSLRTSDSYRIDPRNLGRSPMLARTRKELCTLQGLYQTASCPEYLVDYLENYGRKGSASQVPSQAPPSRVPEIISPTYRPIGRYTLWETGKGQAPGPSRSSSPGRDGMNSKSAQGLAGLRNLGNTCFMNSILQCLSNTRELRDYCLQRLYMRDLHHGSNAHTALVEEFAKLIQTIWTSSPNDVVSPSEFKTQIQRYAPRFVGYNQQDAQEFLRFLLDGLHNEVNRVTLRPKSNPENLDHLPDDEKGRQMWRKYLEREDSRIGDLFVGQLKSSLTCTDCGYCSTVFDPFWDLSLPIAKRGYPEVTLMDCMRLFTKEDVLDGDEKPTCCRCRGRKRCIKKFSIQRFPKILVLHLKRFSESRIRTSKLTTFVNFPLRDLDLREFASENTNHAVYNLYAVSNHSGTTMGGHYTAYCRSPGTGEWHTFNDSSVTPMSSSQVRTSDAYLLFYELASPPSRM
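USP2 core (20nM final) preincubated 30 min RT with compound, then Ub-PLA2 20nM and NBD C6-HPC 20uM final added; buffer 20mM Tris-HCl pH 8.0, 2mM CaCl2. Fluorescence Ex 460/Em 535 read at 0 and 2.5 h; normalized to NEM.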
DNA Pol III inh: DNA polymerase III holoenzyme inhibition | reconstituted DNA polymerase III holoenzyme replication, biochemical | Potency, µM (doses to about 57.1 µM), without a hit: top-dose activity change, negative = inhibition | 71,000 tested, 0.25% active; note: potency is the fitted concentration of half-maximal effect; % is set by controls: 0 for no effect and ±100 for the full control effect
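Reconstituted *E. coli* holoenzyme (0.35 nM Pol III, 1 nM beta, 154 nM SSB, 2 nM primase) was preincubated with compound for 15 min at RT. Synthesis on 1.4 nM ssM13Gori ran 35 min, then was stopped with PicoGreen/EDTA and read as dsDNA fluorescence.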
Rhodamine autofl: compound fluoresces in the rhodamine spectral region; max dye-equivalent concentration, M; Rhodamine-region fluorescence, 547/598 nm, Tris buffer; active compounds read high; 59,000 tested, 0.05% active; in the data active = max dye-equivalent concentration above about 11 nM; inconclusive = between about 1.1 nM and that limit
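qHTS spectral profiling of compounds without any target or enzyme present, in pH 8.0 Tris buffer; plates were read after a 15-minute room-temperature incubation using the rhodamine-region filter set.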
HADH2 inhib: HADH2 (human) dehydrogenase inhibition; Q99714; recombinant HADH2, NADH fluorescence, beta-hydroxybutyryl-CoA; Potency, µM (highest dose often 57.1 µM), inactives show top-dose activity change, negative = inhibition, most hits filed as inhibitors; 73,000 tested, 3.4% active; AID 886; note: potency is the fitted concentration of half-maximal effect; % is set by controls: 0 for no effect and ±100 for the full control effect; nearly all actives have a fitted effect of over 60% in size; many of its hits are not listed in these tables
Target sequence (Q99714 whole entry, looked up, one chain of several): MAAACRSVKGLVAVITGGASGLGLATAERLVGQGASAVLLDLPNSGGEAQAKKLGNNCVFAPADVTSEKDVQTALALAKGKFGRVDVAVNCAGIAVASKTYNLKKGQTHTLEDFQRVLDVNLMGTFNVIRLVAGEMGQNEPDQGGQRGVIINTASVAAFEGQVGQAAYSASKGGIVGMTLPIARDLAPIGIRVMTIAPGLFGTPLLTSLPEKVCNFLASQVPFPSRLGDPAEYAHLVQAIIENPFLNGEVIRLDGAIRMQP
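Buffer 100 mM Tris-HCl pH 9.0/0.01% Tween-20; HADH2 20 nM; NAD+ 1 mM; beta-hydroxybutyryl-CoA 90 uM (all final). 15 min cpd preincubation, RT.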
Casp1 inh: caspase-1 (human) inhibition, allosteric or competitive; P29466; AID 900; Potency, µM (series often up to 57.5 µM), without a hit: at the top dose activity change, negative = inhibition, actives largely listed as inhibitors; 75,000 tested, 0.03% active; Caspase-1 enzyme, Ac-WEHD-AFC fluorogenic rate;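 note: potency is the fitted concentration of half-maximal effect; plate controls were vehicle for no effect and no substrate for full effect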
HEK293 cAMP ctrl: raises cAMP in parental HEK293 cells, TSHR agonist counter-screen; AID 938; 73,000 tested, 2.5% active; Potency, µM (doses to about 57.1 µM), for inactives: top-dose activation, usual class: activators; parental HEK293 CNG cAMP sensor, membrane potential fluorescence; note: potency is the fitted concentration of half-maximal effect; % of control where 0% means no effect; nearly all actives have a fitted effect of over 55% in size
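Parental HEK 293 cells stably expressing a modified CNG channel (no TSHR) report cAMP rise as membrane depolarization. Membrane potential dye with 100 uM RO 20-1724 was loaded for 60 min at room temperature, then compound added for 30 min; fluorescence read at 590 nm.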
BRCT inh red: disrupts BRCA1 BRCT binding to phosphoprotein, red fluorophore readout; Potency, µM (doses to about 76.9 µM), for inactives: at the top dose activity change, negative = inhibition, actives largely listed as inhibitors; P38398; 75,000 tested, 0.03% active; BRCT-phosphopeptide binding, red fluorescence polarization; AID 892; note: % is set by controls: 0 for no effect and ±100 for the full control effect
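Fluorescence polarization: 100 nM His-tagged BRCA1 BRCT with 100 nM TAMRA-labelled phospho-BACH1 decapeptide, phosphate buffer pH 7.3 with 150 mM NaCl, DTT, 0.01% Tween 20; 12 min RT. Binding inhibition seen as FP decrease.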
15-hLO inh: inhibitors of human 15-lipoxygenase (ALOX15). P16050. 74,000 tested, 1.4% active. Potency, µM (highest dose often 57.1 µM), for inactives: at the highest dose activity change, negative = inhibition, actives largely listed as inhibitors. purified 15hLO-1, xylenol orange hydroperoxide absorbance; note: potency is the fitted concentration of half-maximal effect; % is set by controls: 0 for no effect and ±100 for the full control effect; nearly all actives have a fitted effect of over 55% in size
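Readout: Fe(III)-xylenol orange absorbance, 573-to-405 nm ratio as reaction progress. Enzyme 40 nM purified human 15hLO-1, substrate 50 uM arachidonic acid, 6 min RT after 15 min compound preincubation; Hepes pH 7.5 buffer with Triton X-100.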
Caspase-7 inhib: allosteric or competitive inhibitors of human caspase-7. 75,000 tested, 0.02% active. AID 889. recombinant caspase-7, Ac-DEVD-AFC fluorescence rate. P55210. Potency, µM (doses to about 57.5 µM), for the others: at the highest dose activity change, negative = inhibition, actives largely listed as inhibitors; active = well fitted inhibition curve with a large enough effect in the main read-out, with a control signal flat, not every such curve was filed as active; inconclusive = small, poorly fitted or top-dose-only effect, or a change in a side signal; note: potency is the fitted concentration of half-maximal effect; % of control where 0% means no effect
* = called active by the depositor; i = inactive; ? = inconclusive; · = not tested or not shown; [ ] = dose if it differs, or a comment. Unless noted, calls come from the whole dose curve; as a rule, active = well fitted curve in the direction sought with a large enough effect; inconclusive = small, poorly fitted or top-dose-only effect, or another doubt; inactive = no such curve, though single readings can be large; an effect the other way counts as inactive or inconclusive. Only part of the results is shown; count on the stated rates, not on these rows.

Structure,BRCT inh green,Tau filament bind,USP2a inhib,DNA Pol III inh,Rhodamine autofl,HADH2 inhib,Casp1 inh,HEK293 cAMP ctrl,BRCT inh red,15-hLO inh,Caspase-7 inhib
Brc1cnn(-c2nc(N3CCOCC3)nc(N3CCOCC3)n2)c1,0.2%,-4%,-7%,0%,i,5%,3%,-8%,-2.1%,5%,1%
CC(C)NC(=O)N1CCCC2(CCN(C(=O)c3cc(C(F)(F)F)cc(C(F)(F)F)c3)CC2)C1,-1.3%,-11%,93%[activator],-5%,i,1%,-3%,6%,-1.3%,0%,-1%
CCOC(=O)C(NC(=O)CC)(Nc1cc(C)on1)C(F)(F)F (stereo not drawn),-0.1%,7%,1%,-4%,i,2%,1%,1%,0.9%,-2%,0%
Cc1cc(N2CCOCC2)n2nc(C)c(-c3ccccc3)c2n1,-0.6%,-3%,6%,2%,i,158%[activator],0%,2%,-0.9%,6%,0%
CC(C)=C(NC(=O)c1ccccc1)C(=O)N1CCOCC1,-0.2%,7%,-9%,-3%,·,2%,-2%,-9%,-0.3%,4%,-1%
Cc1ccc(C)c(N(C)C(=O)COc2cc(=O)n(C)c3ccccc23)c1,3.2%,4%,·,-7%,·,0%,1%,8%,-1.0%,1%,1%
CCOc1ccc(NCC(=O)Nc2ccc(C)cc2C)cc1,-6.1%,32µM*,7%,-3%,i,6%,1%,1%,0.1%,-13%,0%
O=C(c1ccccc1)c1nc2ccccc2[nH]c1=O,-0.6%,-7%,0%,-4%,i,-2%,-3%,-12%,-1.0%,7%,-4%
Cn1cc(-c2nc3ccccc3[nH]2)c2ccccc21,-0.1%,112%,7%,3%,i,25µM*,-3%,-68%[inhibitor],-1.6%,-2%,1%
COc1ccc(N=CC2=C(O)CCCC2=O)cc1,1.1%,-16%,-13%,3%,·,-16%,-4%,26%,0.3%,6%,1%
CCc1cc2cccc(C)c2nc1SCC(=O)N1CCN(C(=O)c2ccco2)CC1,-2.8%,43%,·,-7%,i,1%,-4%,?,-0.1%,-2%,2%
Cc1ccccc1Nc1nc(N)nc(COC(=O)C(NC(=O)c2ccco2)C(C)C)n1 (stereo not drawn),-1.8%,-5%,8%,-2%,i,6%,3%,6%,-2.1%,-2%,-1%
CN=C1c2ccccc2CN1c1cccc(C(=O)OC)c1,1.0%,-8%,3%,2%,i,3%,-1%,15%,-0.4%,-4%,-2%
COc1ccc(CN2C(=O)[C@@H]3C(c4ccc(F)cc4)=NO[C@@H]3C2=O)cc1,0.8%,4%,-2%,-2%,i,0%,-4%,25%,-1.0%,-7%,-6%
COc1ccc(OC)c(-c2cc(C(=O)N3CCc4ccccc4C3)no2)c1,-0.8%,10%,-10%,9%,i,?,-4%,?,-1.2%,-12%,-4%
COc1ccccc1/C=C/CN1CCOCC1,-1.7%,-6%,-2%,-5%,i,-5%,-6%,10%,1.0%,-7%,-1%
O=C(CSc1nnc(-c2ccco2)n1-c1ccccc1)N1CCc2ccccc21,-0.3%,11%,7%,-1%,i,15%,1%,5%,-2.1%,3%,0%
Cc1cc(C)nc(N2CCC(C(=O)N3CCN(c4cc(Cl)ccc4C)CC3)CC2)n1,0.3%,21%,13%,13%,i,15%,-2%,11%,0.9%,-6%,9%
CC(NC(=O)C(CC(=O)OC(C)(C)C)NC(=O)OC(C)(C)C)C(N)=O (stereo not drawn),-0.1%,-12%,-5%,-2%,i,-9%,-6%,1%,1.3%,18%,4%
O=C(NC1CCCCC1)C(c1ccncc1)N(CC1CCCO1)C(=O)C(F)(F)F (stereo not drawn),0.0%,10%,-1%,2%,i,-1%,-2%,-1%,-0.7%,-19%,-5%
CCOc1ccc(/C=c2\sc3nc(-c4ccco4)nn3c2=O)cc1OCC,-1.3%,1%,36%[activator],-14%,i,-20%,-2%,-8%,-6.4%,-21%,0%
Cc1cccc(NC(=O)c2cc(NC(=O)C3CCCCC3C(=O)O)ccc2N2CCCCC2)c1 (stereo not drawn),-2.7%,5%,24%,-4%,i,-3%,-3%,11%,-0.4%,-2%,-4%
CCOc1ccccc1C(=O)Nc1ccc(-c2nnc(-c3ccc(C)cc3)o2)cc1,0.1%,1%,-2%,-4%,i,-14%,2%,5%,-0.8%,-3%,0%
COc1cccc(-c2nnc(SCC(=O)Nc3ccc4c(c3)OCCO4)n2Cc2ccco2)c1,1.2%,8%,35%[activator],3%,i,10%,-2%,?,1.0%,-12%,-3%
NC(N)=Nc1ccc(-c2ccc(N=C(N)N)cc2)cc1,-1.7%[15.4 µM],4%[11.4 µM],·,-8%[11.4 µM],i,9%[11.4 µM],3%[11.5 µM],-1%[11.4 µM],-0.4%[15.4 µM],3%[11.4 µM],1%[11.5 µM]
COc1cccc(Cn2c(=O)c(-c3cccc(F)c3)nc3cncnc32)c1,-5.4%,13µM*,18%,-3%,i,-9%,-10%,8%,-2.4%,-22%,-14%
Cc1ccc(-c2nnn(CC(=O)N(c3ccccc3)C(C(=O)NC3CCCC3)c3ccco3)n2)o1 (stereo not drawn),1.0%,-7%,·,-4%,i,6%,-1%,15%,0.4%,7%,1%
CCOC(=O)c1ccc(NC(=O)c2ccc(CN3CCOCC3)cc2)cc1,-1.2%,13%,16%,-6%,i,7%,0%,20%,-0.5%,12%,-1%
Cn1c(=O)[nH]c(=O)c2c1nc(Br)n2CC(O)c1ccccc1 (stereo not drawn),-2.1%,7%,-2%,-12%,i,-3%,-1%,29%,-1.7%,-1%,0%
CCOc1ccc(-n2c(Cc3cc(=O)[nH]c(=O)[nH]3)nnc2SC(C)C)cc1,-0.1%,-1%,3%,6%,i,6%,1%,15%,0.9%,15%,-1%
CCCc1cc(=O)[nH]c(Nc2cc(OC)ccc2OC)n1,-0.9%,-13%,8%,-3%,i,?,-1%,-1%,0.2%,3%,-2%
COc1cc(OC)c(OC)cc1CNCCNC(=O)c1nonc1N,-1.0%,-2%,-6%,7%,i,13%,2%,14%,2.7%,5%,-1%
COc1cccc(-n2ccnc2SCC(=O)Nc2ccccc2)c1,-2.9%,8%,0%,-2%,i,3%,0%,-1%,0.0%,-6%,-2%
CCN(c1cccc(C(F)(F)F)c1)S(=O)(=O)c1ccc2c(c1)CCN2C(=O)C1CC1,-0.2%,-4%,-6%,-2%,i,23%,-6%,25µM*,-0.7%,-10%,-3%
OCC#CCSc1nnc(-c2ccc(Br)cc2)o1,-1.0%,3%,-5%,-3%,i,3%,-1%,7%,-0.9%,-11%,-2%
CC(C)n1c(N2CCN(CC(=O)NCc3cccs3)CC2)nc2ccccc21,-1.2%,-4%,10%,-2%,i,8%,0%,9%,0.2%,2%,0%
COc1ccc(C(=O)N2CCN(c3ccc(C)cc3)CC2)cc1OC,-0.5%,4%,·,-8%,·,0%,-3%,1%,-2.9%,2%,1%
Cc1ccc(C(C(=O)NC2CCCC2)N(Cc2ccc(F)cc2)C(=O)c2csnn2)o1 (stereo not drawn),-3.1%,37%,-4%,-10%,i,30%,0%,16µM*,-1.4%,-20%,0%
O=C1CC(N2CCN(c3ccccc3Cl)CC2)C(=O)N1c1cccc(F)c1 (stereo not drawn),-2.0%,-10%,3%,-6%,i,11%,1%,2%,0.1%,-20%,-1%
CN(C)C(=O)CN(C)S(=O)(=O)c1ccc(Cl)cc1,-0.1%,10%,7%,-2%,i,-3%,0%,0%,0.2%,3%,0%
CC1CCCN(Cc2nc3c(c(=O)n(C)c(=O)n3C)n2CC(N)=O)C1 (stereo not drawn),-1.0%,-8%,-10%,-4%,i,-4%,2%,4%,0.0%,17%,-1%
NNC(=O)CNc1cccc(Br)c1,-2.5%[15.4 µM],0%[11.4 µM],·,0%[11.4 µM],i,-3%[11.4 µM],0%[11.5 µM],-7%[11.4 µM],0.2%[15.4 µM],12%[11.4 µM],1%[11.5 µM]

Arranged by the number under Tau filament bind (high to low): some entries from above.
structure	BRCT inh green	Tau filament bind	DNA Pol III inh	Rhodamine autofl	HADH2 inhib	Casp1 inh	BRCT inh red	15-hLO inh	Caspase-7 inhib
COc1ccc(C(=O)N2CCN(c3ccc(C)cc3)CC2)cc1OC	-0.5%	4%	-8%	·	0%	-3%	-2.9%	2%	1%
OCC#CCSc1nnc(-c2ccc(Br)cc2)o1	-1.0%	3%	-3%	i	3%	-1%	-0.9%	-11%	-2%
CC1CCCN(Cc2nc3c(c(=O)n(C)c(=O)n3C)n2CC(N)=O)C1 (stereo not drawn)	-1.0%	-8%	-4%	i	-4%	2%	0.0%	17%	-1%
